PI4K2A inh – qHTS for small molecular inhibitors of PI4K2A; activity change, negative = inhibition, % at 76.9 µM; purified PI4K2A, ADP-Glo luminescence, 1 h; hits give low values; 420,000 tested, 0.13% active; AID 1346378, 2018; in the data active = activity change below about -50%; inconclusive = mostly about -30% to -49%;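 also: -100% = wells without enzyme as full effect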
Target sequence (Q9BTU6 whole entry, looked up): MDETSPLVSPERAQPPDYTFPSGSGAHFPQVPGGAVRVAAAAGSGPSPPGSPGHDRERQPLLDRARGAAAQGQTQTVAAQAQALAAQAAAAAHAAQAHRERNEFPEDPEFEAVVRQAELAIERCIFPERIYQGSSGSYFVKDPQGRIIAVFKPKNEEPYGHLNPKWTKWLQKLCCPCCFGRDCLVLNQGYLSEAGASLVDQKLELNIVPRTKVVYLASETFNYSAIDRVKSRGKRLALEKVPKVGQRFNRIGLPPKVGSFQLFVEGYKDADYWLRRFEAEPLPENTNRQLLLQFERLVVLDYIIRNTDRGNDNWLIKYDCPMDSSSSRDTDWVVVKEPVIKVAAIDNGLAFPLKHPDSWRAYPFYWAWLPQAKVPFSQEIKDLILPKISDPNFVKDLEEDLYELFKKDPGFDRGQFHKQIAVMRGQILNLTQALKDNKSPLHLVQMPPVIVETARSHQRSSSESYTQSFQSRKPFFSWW
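ADP-Glo luminescence measured ADP generated by PI4K2A enzyme (4 ug/mL before mixing) with 1.2 mM PI substrate (pre-mix) and 300 microM ATP (pre-mix). Tris pH7.5 buffer with MgCl2, Triton X-100; 1 h reaction at ambient temperature.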
HP1b binding inh – HTS for Inhibitors of HP1-beta Chromodomain Interactions with Methylated Histone Tails | AID 540317, 2011 | 390,000 tested, 0.56% active | AlphaScreen HP1-beta / biotin-H3K9me3 peptide binding | Chromobox protein homolog 1 (Homo sapiens), P83916 | Potency, µM (highest dose often 114 µM), without a hit: at the top dose activity change, negative = inhibition, hits mostly inhibitors; also: potency is read from the fitted curve at half-maximal effect; nearly all actives have a fitted effect of over 70% in size; inactives centre near 23
Target sequence (P83916 whole entry, looked up): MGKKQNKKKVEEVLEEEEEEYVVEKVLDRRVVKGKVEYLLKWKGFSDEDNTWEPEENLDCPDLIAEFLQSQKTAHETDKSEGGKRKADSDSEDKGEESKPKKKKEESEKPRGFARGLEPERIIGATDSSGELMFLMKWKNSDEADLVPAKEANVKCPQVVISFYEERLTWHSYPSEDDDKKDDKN
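HP1-beta protein (50 nM final) preincubated 30 min at room temperature with biotinylated H3(1-18)K9me3 peptide (50 nM) in PBS pH 7.4, 0.01% Tween-20, then compound added for 30 min. AlphaScreen streptavidin donor/nickel chelate acceptor beads (10 ug/mL final), 30 min dark, luminescence read.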
ALOX12 inh – Primary qHTS assay for inhibitors of human arachidonate 12S-lipoxygenase (ALOX12): Round 2; 580,000 tested, 1.1% active; purified 12hLO, xylenol orange hydroperoxide absorbance; AID 1671190, 2021; Potency, µM (series often up to 108 µM), without a hit: at the top dose activity change, negative = inhibition, actives largely listed as inhibitors; also: potency is read from the fitted curve at half-maximal effect; % is scaled to controls: 0 for no effect and ±100 for the full control effect
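Purified human 12hLO (150 nM final) in 25 mM Hepes, 0.01% Triton X-100, pH 7.0 was preincubated 15 min at room temperature with compound. Then 40 uM arachidonic acid was added, 30 min. Hydroperoxide was read by Fe-XO absorbance ratio 573/405 nm.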
G9a block – qHTS Assay for Inhibitors of Histone Lysine Methyltransferase G9a; Potency, µM (highest dose often 102 µM), without a hit: top-dose activity, negative = inhibition, hits mostly inhibitors; Histone-lysine N-methyltransferase EHMT2 (Homo sapiens), Q96KQ7; AID 504332, 2011; G9a H3K9 monomethylation, AlphaScreen, 2 h; 350,000 tested, 8.8% active; also: potency is read from the fitted curve at half-maximal effect; % is scaled to controls: 0 for no effect and ±100 for the full control effect; nearly all actives have a fitted effect of over 75% in size
Target sequence (Q96KQ7 913-1193 limits assumed): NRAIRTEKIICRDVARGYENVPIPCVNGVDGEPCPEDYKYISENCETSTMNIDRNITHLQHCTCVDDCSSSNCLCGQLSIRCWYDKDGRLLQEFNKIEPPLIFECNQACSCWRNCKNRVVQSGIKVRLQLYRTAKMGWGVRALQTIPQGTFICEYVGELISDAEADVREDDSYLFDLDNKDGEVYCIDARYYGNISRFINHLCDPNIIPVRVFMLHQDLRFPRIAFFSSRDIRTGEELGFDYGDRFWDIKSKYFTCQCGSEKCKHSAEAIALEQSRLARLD
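Compounds were preincubated with 20 nM G9a for 15 min, after which biotinylated H3K9 peptide (500 nM) and SAM (20 uM) started a 2 h room-temperature reaction. Monomethylated product was quantified by antibody-based AlphaScreen chemiluminescence.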
RGS4 inhibitor – Inhibitors of Regulator of G Protein Signaling (RGS) 4: qHTS. Regulator of G-protein signaling 4 (Homo sapiens), P49798. Transcreener GDP fluorescence polarization, RGS4-accelerated GTP hydrolysis. Potency, µM (top dose mostly 114 µM), without a hit: at the top dose activity change, negative = inhibition, usual class: inhibitors. 390,000 tested, 0.039% active. AID 504845, 2011; also: potency is read from the fitted curve at half-maximal effect; % is scaled to controls: 0 for no effect and ±100 for the full control effect; nearly all actives have a fitted effect of over 75% in size; some results filed as inactive show a strong effect at the top dose
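MLSMR compounds (23 nl, pin-transferred) preincubated 10 min at room temperature with a 500nM (2x) first reagent, then RGS4 at 900nM (2x) plus Transcreener GDP mix added; fluorescence polarization (620/688 nm) read before and after 90 min at 30 °C.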
GLS inhibitor – qHTS for Inhibitors of Glutaminase (GLS) | Glutaminase kidney isoform, mitochondrial (Homo sapiens), O94925 | GLS enzymatic activity, qHTS titration | Potency, µM (highest dose often 45.5 µM), for inactives: top-dose activity change, negative = inhibition, most hits filed as inhibitors | 410,000 tested, 0.21% active; also: potency is read from the fitted curve at half-maximal effect; % is scaled to controls: 0 for no effect and ±100 for the full control effect
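Compounds were pin-transferred onto hKGA, after which L-glutamine (1 mM solution) and a detection mix of glutamate oxidase, HRP and Amplex Red were added. Initial and 30 min RT fluorescence reads were collected.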
ERG-DNA inh – qHTS for Small Molecule Inhibitors of the ERG Ets/DNA interaction; fluorescence polarization, His-ERG Ets domain / labelled DNA; Potency, µM (series often up to 76.9 µM), for the others: top-dose FP activity, negative = inhibition, most hits filed as inhibitors; 370,000 tested, 0.028% active; AID 624246, 2012; active = well fitted inhibition curve with a large enough effect in the polarisation, with a control signal flat; inconclusive = small, poorly fitted or top-dose-only effect, or effect the other way, or a change in a side signal; inactive = no such curve, though single readings can be large or run the other way; the % refers to the polarisation;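 also: polarization taken with two DNA probes labelled with fluorescein and Texas red; potency is read from the fitted curve at half-maximal effect; % of control where 0% means no effect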
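His-tagged ERG Ets domain (1 uM in the protein solution; 300mM KCl, 50mM Tris-HCl, 1mM EDTA, 1mM DTT, pH 7.5) received compound, then a probe mix of 5 nM fluorescein-DNA and 100nM Texas-615-DNA. Fluorescence polarization was read for both dyes.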
BAZ2B block – qHTS Assay for Inhibitors of BAZ2B; AlphaScreen BAZ2B-H3K14Ac peptide displacement; Potency, µM (doses to about 114 µM), for inactives: at the highest dose activity change, negative = inhibition, usual class: inhibitors; AID 504333, 2011; Bromodomain adjacent to zinc finger domain protein 2B (Homo sapiens), Q9UIF8; 360,000 tested, 4.4% active; also: potency is read from the fitted curve at half-maximal effect; % is scaled to controls: 0 for no effect and ±100 for the full control effect; nearly all actives have a fitted effect of over 60% in size
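AlphaScreen displacement of biotin-H3(5-23)K14Ac peptide (50 nM final) from BAZ2B (50 nM final) in PBS pH 7.4, 0.01% Tween-20; complex preformed 30 min RT, then compounds (top 110 uM) 30 min RT, beads 20 min dark.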
JMJD2A Tudor inh – qHTS Assay for Inhibitors of JMJD2A-Tudor Domain. Lysine-specific demethylase 4A (Homo sapiens), O75164. AlphaScreen JMJD2A-Tudor / H3K4me3 peptide binding. Potency, µM (doses to about 114 µM), for the others: at the highest dose activity change, negative = inhibition, usual class: inhibitors. 390,000 tested, 4.4% active; also: potency is read from the fitted curve at half-maximal effect; % is scaled to controls: 0 for no effect and ±100 for the full control effect; nearly all actives have a fitted effect of over 50% in size
* marks the source's active call; other numbers are inactive results; ? = inconclusive; / = not tested or not shown; & = joins results of further samples; [ ] = remark or other dose. Unless noted, calls follow the shape of the dose curve; as a rule, active = well fitted curve in the direction sought with a large enough effect; inconclusive = small, poorly fitted or top-dose-only effect, or another doubt; inactive = no such curve, though single readings can be large; an effect the other way counts as inactive or inconclusive. A portion of the library; the hit share may differ from the screen's.

| compound | PI4K2A inh | HP1b binding inh | ALOX12 inh | G9a block | RGS4 inhibitor | GLS inhibitor | ERG-DNA inh | BAZ2B block | JMJD2A Tudor inh |
| --- | --- | --- | --- | --- | --- | --- | --- | --- | --- |
| C[C@H](CO)N1C[C@H](C)[C@@H](CN(C)C(=O)Nc2ccc(C(F)(F)F)cc2)Oc2c(NS(=O)(=O)c3ccc(F)cc3)cccc2C1=O | 1 | 17% | -6% | / | 1% | 13% | -10% | / | -19% |
| Fc1cccc(Cn2ccc(-c3ccc4c(c3)OCO4)n2)c1 | 12 | 84%[activator] | ? | -26%[12.7 µM] | 26% | 5% | 4% | 81%[activator] | -4% |
| CCOc1ccc(OCCOCCn2c(-c3ccc(Cl)cc3)nc3ccccc3c2=O)cc1 | 2 | 43%[activator] | -29% | 24%[59 µM] | -12% | -7% | -3% | 22% | 15% |
| O=C(O)C[C@]1(C(=O)Nc2ccc(F)cc2)CC(/C=C/c2ccccc2)=NO1 | -1 | 20% | 0% | -19% | -11% | -12% | -12% | 9% | 1% |
| Cc1cc(C(=O)NNC(=O)COc2c(C)cc(Br)cc2C)n[nH]1 | 2 | 58%[activator] | 53%[activator] | / | 7% | 12% | -1% | -4% | -15% |
| CCCCOC(=O)Cn1c(=O)n(CC(=O)OCCCC)c2ccccc21 | -7 | 38%[activator] | 0% | 27% | -30% | -11% | -4% | 0% | 2% |
| COc1cc(N(C)C)c([N+](=O)[O-])cc1C(=O)N1CCN(Cc2ccccc2)CC1 | 1 | 7% | -16% | -38% | -33% | -2% | -2% | / | -24% |
| CCN(CC(=O)Nc1ccc2c(c1)OCCO2)C(=O)/C=C/c1ccc(OC)c(OC)c1 | -1 | 28% | 25% | 6%[12.7 µM] | 12% | -3% | 5% | 7% | -17% |
| Cc1csc(NC(=O)NC2(C(F)(F)F)Oc3ccccc3O2)n1 | -3 | 17% | ? | 2µM* | -46%[56.9 µM] | ? | 2% | 7% | -11%[57.1 µM] |
| C/C(=C\C(=O)c1ccccc1)NCc1ccc(F)cc1 | -10 | 0% | -9% | -29%[59 µM] | 5% | 5% | 4% | 9% | -27% |
| Cc1ccc(-c2nn[nH]n2)cc1Cl | -2 | 25% | ? | 50µM* | -9% | -6% | 10% | 89µM* | -5% |
| C/C(=N/OC(=O)c1c(-c2c(F)cccc2Cl)noc1C)c1cnccn1 | 0 | 32% | 14% | 11% | 14% | 6% | -6% | 4% | -11% |
| CCC(C(=O)NCCCN1CCN(C)CC1)n1nc(C)c2sc3ccccc3c2c1=O (stereo not drawn) | -4 | 65%[activator] | 21% | 5%[59 µM] | -20%[56.9 µM] | 7% | 0% | -5% | -5% |
| COc1ccc(-c2cn[nH]c2-c2ccc(O)cc2O)cc1 | 4 | 15% | ? | 9% | -5% | 52%[activator] | -11% | -9% | -30% |
| COc1ccc(-c2nc3ccccc3n2OC(C)C(=O)O)cc1 (stereo not drawn) | -1 | 51%[activator] | ? | 17% | 2% | ? | -6% | -1% | -1% |
| CCc1ccc(-c2nnn(Cc3nn[nH]n3)n2)cc1 | -6 | 31% | -2% | ? | -6% | 2% | -5% | 0% | ? |
| CC1CCc2nn(CC(=O)N3CCc4ccccc43)cc2C1 (stereo not drawn) | 0 | 27% | 4%[57.4 µM] | 16% | 31% | 0% | 6% | -6% | -9% |
| CCOC(=O)Cn1c(C)cc(=O)c2cccc(C)c21 | -13 | 24% | 294%[activator] | -7%[59 µM] | 4% | 11% | -8% | 1% | 16% |
| CC(C)c1ccc(S(=O)(=O)c2cnc(SCC(=O)Nc3ccc(F)cc3F)nc2N)cc1 | -9 | 20% | -15% | 6%[59 µM] | 11% | -1% | -10% | -4% | -10% |
| COc1ccc(NC(=O)c2oc3ccccc3c2NC(=O)c2cc(=O)c3cc(Cl)ccc3o2)cc1 | -3 | 12% | -2% | 1%[59 µM] | 16% | 16% | 10% | -4% | -11% |
| CC(C)=CCN1CCN(Cc2coc3ccc(C)cc3c2=O)CC1CCO (stereo not drawn) | 3 | 44%[activator] | -27% | 9% | 16% | 5% | 4% | 3% | -12% |
| CCN(CC)C(=O)C(=O)Nc1cccc(Br)c1 | 0 | 27% | -2% | / | 16% | -4% | -8% | 1% | -10% |
| Cc1ccc2c(CNC3CCCCC3)c(C(=O)O)n(Cc3ccc(F)cc3)c2c1 | 12 | 36% | 0% | 4%[59 µM] | 6% | -4% | -5% | -4% | 9% |
| Cc1cnc(C)c(N2CCC(C(=O)NCc3ccco3)CC2)n1 | -9 | 24% | 0% | -1% | -33% | 8% | -1% | 0% | -3% |
| O=C1c2ccccc2CC1(Cc1ccccc1)Cc1ccccc1 | 3 | 168%[activator] | 0% | 61%[activator][59 µM] | -7% | -6% | -9% | 72%[activator] | 88%[activator] |
| O=C(COc1ccc(/C=N/NS(=O)(=O)c2ccccc2)cc1)Nc1cccc(Cl)c1 | -9 | 27% | 33%[activator] | 50µM* | -19% | 12% | 0% | 1% | -23% |
| Cc1ccc(S(=O)(=O)N(CCC(=O)NCc2ccccc2F)c2ccccc2)cc1 | -2 | 31% | ? | 6%[12.7 µM] | -5% | 7% | -6% | 8% | -8% |
| CCC1Nc2ncnc(N3CCN(c4ccccn4)CC3)c2N(Cc2ccc(Cl)cc2)C1=O (stereo not drawn) | -7 | 0% | ? | -26%[2.33 µM] | 11% | 13% | 10% | 56µM* | ? |
| NC(=O)c1ccc[n+](CC(=O)c2ccc(Br)cc2)c1 | 4 | 48%[activator] | -11% | -1% | -15% | -20% | 2% | 2% | -22% |
| Cc1ccc(C)c(SCC(=O)N(C)C2CCS(=O)(=O)C2)c1 (stereo not drawn) | -1 | 10% | 29% | / | -9% | 5% | 2% | / | -13% |

Overlap with the part before: 3 entries; new compounds follow.
molecule	PI4K2A inh	HP1b binding inh	ALOX12 inh	G9a block	RGS4 inhibitor	GLS inhibitor	ERG-DNA inh	BAZ2B block	JMJD2A Tudor inh
CCC1Nc2ncnc(N3CCN(c4ccccn4)CC3)c2N(Cc2ccc(Cl)cc2)C1=O (stereo not drawn)	-7	0%	?	-26%[2.33 µM]	11%	13%	10%	56µM*	?
NC(=O)c1ccc[n+](CC(=O)c2ccc(Br)cc2)c1	4	48%[activator]	-11%	-1%	-15%	-20%	2%	2%	-22%
Cc1ccc(C)c(SCC(=O)N(C)C2CCS(=O)(=O)C2)c1 (stereo not drawn)	-1	10%	29%	/	-9%	5%	2%	/	-13%
CC(=O)N1CCC(N(Cc2ccc(C)o2)C(=O)Nc2ccc(C)cc2)CC1	-1	-16%	2%	0%[59 µM]	15%	-8%	0%	-3%	-24%
COc1cccc(C(C(=O)NCc2ccccc2)N(C(=O)c2csnn2)C2CC2)c1 (stereo not drawn)	0	4%	-12%	-14%	6%	-6%	7%	4%	-11%
CCc1ccc(-c2csc3nc[nH]c(=O)c23)cc1	-6	15%	-62%	47%	-42%	21%	?	-3%	-25%
Cc1ccc(NC(=O)c2ccc(OCC3CCCO3)cc2)cc1 (stereo not drawn)	1	29%	-24%	-26%[59 µM]	-29%	-3%	9%	7%	-1%
N#Cc1c(NC(=O)COC(=O)c2ccc(F)cc2)sc2c1CCC2	8	32%	14%	/	-6%	0%	0%	-2%	-13%
CCc1ccc(C2c3c(-c4ccccc4O)n[nH]c3C(=O)N2Cc2ccncc2)cc1 (stereo not drawn)	0	33%	-19%	6%[59 µM]	13%	13%	3%	-17%	-17%
CCOc1ccccc1N(C)C(=O)c1cn(CC)c(=O)c2cc(OC)c(OC)cc12	1	17%	-8%	30%	1%	6%	7%	-1%	-2%
C=C1c2cc(C)ccc2NC(=O)N1c1ccccc1	1	14%	-12%	32µM*	-37%	-6%	5%	0%	-8%
O=C(/C=C/c1ccc(Cl)c(Cl)c1)NCCCn1ccnc1	3	27%	15%	-6%	5%	2%	21%	?	-26%
COC(=O)c1ccccc1NC(=O)CSc1n[nH]c(CC(C)C)n1	2&1	23%&28%	0%&-14%	11%	-6%&18%	-7%&3%	1%&4%	7%&0%	12%&5%

Screens: PubChem BioAssay, National Center for Advancing Translational Sciences (NCATS)
